# Compound activity deposited in PubChem BioAssay by National Center for Advancing Translational Sciences (NCATS).
# CBFb RUNX1 block = qHTS Assay for Compounds Blocking the Interaction Between CBF-beta and RUNX1 for the Treatment of Acute Myeloid Leukemia. 230,000 tested, under 10 active. Potency, µM (doses to about 59.8 µM), without a hit: at the highest dose activity, negative = inhibition, usual class: inhibitors. Runt-related transcription factor 1 (Homo sapiens) + Core-binding factor subunit beta …. AID 1477, 2009. AlphaScreen CBFb-His/RUNX1-biotin binding, biochemical; note: % of control where 0% means no effect
# Target sequence (Q01196 whole entry, looked up): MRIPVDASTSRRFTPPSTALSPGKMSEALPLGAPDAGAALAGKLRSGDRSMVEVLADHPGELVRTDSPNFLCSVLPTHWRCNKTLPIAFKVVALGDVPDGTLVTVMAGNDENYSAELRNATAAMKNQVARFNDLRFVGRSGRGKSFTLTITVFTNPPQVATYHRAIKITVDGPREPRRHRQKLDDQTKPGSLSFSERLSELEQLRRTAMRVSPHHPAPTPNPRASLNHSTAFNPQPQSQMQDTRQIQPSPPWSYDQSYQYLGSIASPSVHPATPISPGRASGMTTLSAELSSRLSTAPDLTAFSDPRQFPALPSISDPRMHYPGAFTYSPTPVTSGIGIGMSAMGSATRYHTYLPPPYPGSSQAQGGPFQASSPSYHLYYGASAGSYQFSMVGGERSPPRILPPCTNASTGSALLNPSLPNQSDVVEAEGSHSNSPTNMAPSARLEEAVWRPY
# Target sequence (Q13951 whole entry, looked up): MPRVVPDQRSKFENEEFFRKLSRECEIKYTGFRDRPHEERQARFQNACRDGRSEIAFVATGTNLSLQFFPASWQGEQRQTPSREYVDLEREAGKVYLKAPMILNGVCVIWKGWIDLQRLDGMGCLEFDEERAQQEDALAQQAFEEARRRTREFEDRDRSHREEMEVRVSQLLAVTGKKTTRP
#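 Inhibition was taken as any reduction in AlphaScreen signal from the CBF-beta–RUNX1 pair (His and biotin tags, 30 nM each), measured after compound (15 min) and bead (90 min) incubations at room temperature.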
# IMPase Li cell = qHTS Assay for Identifying the Cell-Membrane Permeable IMPase Inhibitors: Potentiation with Lithium | CHO-M1 cells, IP1 TR-FRET (IP-One), carbachol + lithium | Potency, µM (highest dose often 59.4 µM), for the others: top-dose activity, negative = IMPase inhibition, most hits filed as inhibitors | 210,000 compounds, 0.35% hits | AID 1457, 2008;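 note: IP1 builds up when IMPase is blocked and the TR-FRET signal falls; potency is the fitted concentration of half-maximal effect; plate controls were basal vehicle for no effect and high inhibitor control for full effect; nearly all actives have a fitted effect of over 50% in size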
#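 Readout is a homogeneous TR-FRET IP1 immunoassay (Ex 320, Em 665 and 620), where raised cytosolic IP1 lowers signal. Cells were CHO-M1 treated 30 min at 37C with test compounds plus a little lithium; AC50 values came from Hill-equation fitting.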
# Luc counter = Counterscreen for Luciferase (Kinase-Glo TM) Inhibition; Kinase-Glo luciferase, ATP luminescence, 8 min; Potency, µM (titrated, usually from 38.3 µM), for inactives: at the top dose activity change, negative = inhibition, hits mostly inhibitors; 200,000 compounds, 0.28% hits; note: potency is the fitted concentration of half-maximal effect; % is set by controls: 0 for no effect and ±100 for the full control effect; nearly all actives have a fitted effect of over 60% in size
#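 Inhibition of Kinase-Glo luciferase light generation was assessed at 10 uM ATP in pH 7.2 imidazole buffer, with luminescence measured after eight minutes at ambient temperature.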
# HTT aggregate = qHTS Multiplex Assay to Identify Dual Action Probes in a Cell Model of Huntington: Aggregate Formation (GFP) | PC12 HttQ103-GFP aggregates, Acumen cytometry, 40 h | Potency, µM (doses to about 46.1 µM), without a hit: at the top dose activity change, negative = inhibition, most hits filed as inhibitors | 220,000 compounds, 1.1% hits; note: potency is the fitted concentration of half-maximal effect; % is set by controls: 0 for no effect and ±100 for the full control effect; nearly all actives have a fitted effect of over 60% in size
#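 PC12/HTTQ103-GFP, ecdysone-inducible; teb 100 nM; cpd qHTS titration; GFP aggregates read on laser cytometer, Ex 488/Em 500-530 nm.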
# Epigenetic reg = Quantitative High-Throughput Screen for Regulators of Epigenetic Control; murine LDR cells, GFP reporter derepression, 30 h; Potency, µM (highest dose often 53.9 µM), without a hit: at the highest dose GFP activation, most hits filed as activators; 280,000 compounds, 0.2% hits; AID 1865, 2009; note: potency is the fitted concentration of half-maximal effect; % of control where 0% means no effect; nearly all actives have a fitted effect of over 60% in size
#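 Derepression of a silenced CMV-GFP reporter in murine LDR cells is scored by enumerating GFP-positive cells with a laser-scanning microplate cytometer after 30 hours of treatment at 37 C.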
# NPSR antag = qHTS Assay for Antagonists of the Neuropeptide S Receptor: cAMP Signal Transduction; Q6W5P4; AID 1461, 2008; CHO-NPSR cells, cAMP TR-FRET, antagonist mode; 220,000 compounds, 1% hits; Potency, µM (titrated, usually from 38.3 µM), inactives show at the top dose activity change, negative = inhibition, actives largely listed as inhibitors; note: potency is the fitted concentration of half-maximal effect; % is set by controls: 0 for no effect and ±100 for the full control effect; nearly all actives have a fitted effect of over 50% in size; many of its hits are not listed in these tables
# Target sequence (Q6W5P4 whole entry, looked up): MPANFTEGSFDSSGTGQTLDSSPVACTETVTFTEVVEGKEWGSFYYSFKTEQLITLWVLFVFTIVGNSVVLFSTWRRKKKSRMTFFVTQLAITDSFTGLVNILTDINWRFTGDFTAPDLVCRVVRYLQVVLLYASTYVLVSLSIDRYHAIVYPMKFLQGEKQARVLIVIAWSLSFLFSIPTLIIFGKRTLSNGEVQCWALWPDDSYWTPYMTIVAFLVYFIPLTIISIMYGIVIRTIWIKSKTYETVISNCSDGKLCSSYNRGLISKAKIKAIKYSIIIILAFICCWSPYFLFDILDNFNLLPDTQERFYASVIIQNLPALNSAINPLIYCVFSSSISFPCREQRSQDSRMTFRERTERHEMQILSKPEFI
# LMNA splice mod = qHTS Assay for Modulators of Lamin A Splicing | HeLa LMNA splicing GFP/RFP minigene ratio, 48 h | Potency, µM (doses to about 46.1 µM), without a hit: top-dose ratio change, negative = inhibition, hits mostly inhibitors | 200,000 compounds, 0.01% hits | AID 1487, 2009; active = well fitted inhibition curve with a large enough effect in the signal ratio, with a control signal flat, not every such curve was filed as active; inconclusive = small, poorly fitted or top-dose-only effect, or effect the other way, or a change in a side signal; the % refers to the signal ratio; note: potency is the fitted concentration of half-maximal effect; % is set by controls: 0 for no effect and ±100 for the full control effect
#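 S3 HeLa cells stably expressing lamin A-EGFP splicing minigene plus DsRed2, 600 cells/well, 48 h compound exposure at 37C. Laser-scanning cytometry; analysed as GFP (500-530 nm)/RFP (575-640 nm) total intensity ratio; 0.5% DMSO vehicle.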
# An asterisk follows results filed as active; ? = inconclusive; / = not tested or not shown; & = joins results of further samples; [ ] = dose if it differs, or a comment. Unless noted, calls come from the whole dose curve; as a rule, active = well fitted curve in the direction sought with a large enough effect; inconclusive = small, poorly fitted or top-dose-only effect, or another doubt; inactive = no such curve, though single readings can be large; an effect the other way counts as inactive or inconclusive. Some of the compounds tested; the hit share may differ from the screen's.
# Every second line gives: CBFb RUNX1 block, IMPase Li cell, Luc counter, HTT aggregate, Epigenetic reg, NPSR antag, LMNA splice mod
Cc1ccc2cc(/C=N/NC(=O)[C@H]3C[C@@H]3c3ccccc3)c(Cl)nc2c1
    11%, 7%, 0%, 6%, ?, -8%, -6%
O=c1[nH]c(O)c(C=Nc2ccc(Cl)cc2Cl)c(=O)[nH]1
    7%, /, /, 11%[9.22 µM], 0.0%, 0%, /
Clc1cccc(CSc2ncn(-c3ccccc3)n2)c1
    23%, 0%, 2%, -4%, -2.0%, -21%[46.1 µM], 13%
O=C(Oc1cccnc1)c1cc(S(=O)(=O)N2CCOCC2)ccc1Cl
    5%, 29%[38.3 µM], -2%, ?, 0.0%, -23%[46.1 µM], 3%
CN(C)c1ccc(C(=S)NC2CCCCC2)cc1
    -23%, 6%, 2%, 2%[9.22 µM], -2.3%, -14%, 11%[46 µM]
Cc1c(CN(C)C)c2c(n1Cc1ccccc1)C(=O)c1ccc(Br)cc1-2
    ?, 44%[activator][38.3 µM], 1%, -20%, -7.9%, ?, -13%
Cc1ccc(C2CC(C(F)(F)F)n3ncc(C(N)=O)c3N2)cc1 (configuration not stated)
    -9%, -9%[38.3 µM], -2%, -5%, -1.9%, 14%[7.67 µM], -6%
CCOc1ccc(NC(=O)CN(c2ccc(OC)cc2)S(C)(=O)=O)cc1
    3%, -4%[38.3 µM], 0%, 7%, 1.7%, -11%[46.1 µM], ?
CN(Cc1cc([N+](=O)[O-])c2cccnc2c1O)C1CCCCC1
    ?, 0%, -4%, -6%, 0.0%, 11%, 2%
CCCCc1ccc(-n2nnnc2SCC(=O)Nc2cc(OC)c([N+](=O)[O-])cc2C)cc1
    -4%, 6%, 1%, 0%, 2.6%, -14%, 1%
O=C(Nc1ccc(-c2cn3c(n2)SCC3)cc1)c1ccco1
    3%, /, /, -1%[9.22 µM], 0.5%, 2%, /
COc1ccc(C(=O)Nc2ccc(CN3CCOCC3)cc2)cc1
    4%, 21%[38.3 µM], -7%, -7%, 1.0%, -8%[46.1 µM], -1%
CNC(=S)N1N=C(c2ccccc2)CC1c1ccccc1Cl (configuration not stated)
    3%, 11%, /, 5%[9.22 µM], 2.3%, ?, /
COc1ccc(Cl)cc1C(=O)CSc1nc(N)cc(N)n1
    -4%, -5%[38.3 µM], -2%, 2%, 0.1%, -11%[46.1 µM], -3%
COC(=O)c1ccc(S(=O)(=O)N2CCCCC2)o1
    4%, 6%[38.3 µM], 0%, -10%, 0.0%, -3%[46.1 µM], 6%
CN(C)c1ccc(N=Cc2nc(-c3ccccc3)oc2OC(=O)c2ccccc2)cc1
    4%, -16%, -6%, 16%, 3.0%, -5%, ?
CCN(CC)C(=O)Cn1cc(C(=O)C(=O)NCCc2ccc(S(N)(=O)=O)cc2)c2ccccc21
    1%, -2%, -1%, 2%, -0.4%, -9%, -7%[46 µM]
CCn1c(=N)n(CC(=O)c2ccc(OC)c(OC)c2)c2ccccc21
    -8%, 38%[activator][38.3 µM], -5%, -6%, -6.7%, -9%[46.1 µM], -8%
Cc1cc(C)n(C(=O)c2cccc(S(=O)(=O)N3CCCCC3)c2)n1
    8%, /, /, -25%[9.22 µM], -1.2%, 10%, /
CC(C)[C@@H](CC(=O)N[C@@H]1CCNC[C@H]1C(=O)N[C@H](CC(=O)N[C@@H](CCC(=O)O)CC(=O)O)Cc1c[nH]c2ccccc12)NC(=O)C[C@H](CO)NC(=O)[C@@H]1CCCC[C@H]1N
    21%, 2%, -1%, /, -1.1%, /, /
O=C(COC(=O)c1cc(Br)ccc1O)Nc1cc(S(=O)(=O)N2CCCC2)ccc1Cl
    -2%, 9%, 0%, -22%, 0.3%, -22%, ?
S=C(NCCc1ccccc1)Nc1ccccn1
    -5%, 13%, 12%, 8%, 4.6%, -18%, 7%
COc1cccc(OCCSc2nc(C)c(Cc3ccccc3)c(=O)[nH]2)c1
    0%, 3%, 0%, 4%, 0.1%&-1.0%, -18%, /
COc1ccccc1-n1c(=O)[nH]c2c(C(N)=O)nc(CC(C)C)nc21
    5%, -4%[38.3 µM], -1%, 14%, 3.6%, -8%[46.1 µM], -5%
CCOc1cc(C)nc(NCc2ccccc2)n1
    -1%, 12%[38.3 µM], -2%, 11%, 3.7%, -6%[46.1 µM], 7%
CCOc1ccc(N(CC)C(=O)COc2cc(=O)n(CC)c3ccccc23)cc1
    -5%, 30%[38.3 µM], -3%, 21%, -1.0%, -13%[46.1 µM], -9%
COc1ccc(N2CCN(Cc3nc4c(c(=O)n(C)c(=O)n4C)n3CC(C)=O)CC2)cc1
    2%, 13%[38.3 µM], 1%, -13%, 0.0%, -10%[46.1 µM], 3%
Cc1ccc(N(CC(N)=O)C2SC(=O)N(C)C2=O)cc1 (configuration not stated)
    2%, 12%[38.3 µM], -6%, -1%, -1.0%, 5%[46.1 µM], 2%
COC(=O)[C@H](Cc1ccccc1)NC(=O)[C@@H](N)CC(=O)O
    9%[21.7 µM], -27%, /, -10%, /, /, /
COc1ccc(C[C@H]2CN3C(=NC[C@H]3C)N2CCNC(=O)c2ccc(C)c(Br)c2)cc1
    14%, 19%, /, -1%[9.22 µM], -6.0%, 24%, /
Cc1ccc(CCC(=O)Nc2ccccc2F)s1
    8%, 0%, -24%, 0%[9.22 µM], 1.1%, -2%, ?
C=CCc1cccc(/C=N/n2cnnc2)c1O
    -7%, -14%, 7%, -19%, -5.5%, -16%[46.1 µM], ?
O=C(OCC(=O)N1CCN(C(=O)c2ccco2)CC1)c1cc(S(=O)(=O)Nc2ccc(Cl)cc2)ccc1O
    -4%, 0%, -2%, 20%, -2.6%, -31%, 4%[46 µM]
C/C(=N/NC(=O)c1ccco1)c1cccnc1
    -5%, -7%, -7%, 1%, 1.4%, 5%, /
Nc1nc(-c2ccc(F)cc2)cc(C(F)(F)F)n1
    3%, 0%[38.3 µM], -5%, -4%, 0.9%, 9%[46.1 µM], 5%
CCOc1ccc(C(=O)NCC2OCCc3ccccc32)cc1 (configuration not stated)
    10%, -7%, -8%, -6%, -6.2%, -7%[46.1 µM], -8%
CCC(N=c1cc(-c2ccc(OC)c(OC)c2)oc2ccc(C)cc12)C(=O)O (configuration not stated)
    -9%, 2%, 1%, 4%, 4.5%, 17%, -8%
CC(Sc1nnc(N)s1)C(=O)Nc1ccc(N2CCOCC2)cc1 (configuration not stated)
    -9%, 26%[38.3 µM], -5%, 8%, -1.0%, -2%[46.1 µM], 2%
COCCNC(=O)c1ccc(C(=O)NCCOC)s1
    5%, 10%[38.3 µM], -3%, -3%, -0.8%, 0%[46.1 µM], 5%
Cc1cccc(NC(=O)CSc2nc(NS(=O)(=O)c3ccccc3)cc(=O)[nH]2)c1
    -7%, 15%, 0%, -6%[9.22 µM], ?, -6%, /

# Two of the compounds above, comma-delimited.
Structure,CBFb RUNX1 block,IMPase Li cell,Luc counter,HTT aggregate,Epigenetic reg,NPSR antag,LMNA splice mod
COC(=O)c1ccc(S(=O)(=O)N2CCCCC2)o1,4%,6%[38.3 µM],0%,-10%,0.0%,-3%[46.1 µM],6%
O=C(COC(=O)c1cc(Br)ccc1O)Nc1cc(S(=O)(=O)N2CCCC2)ccc1Cl,-2%,9%,0%,-22%,0.3%,-22%,?

# Following part:
# Every second line gives: CBFb RUNX1 block, IMPase Li cell, Luc counter, HTT aggregate, Epigenetic reg, NPSR antag, LMNA splice mod
O=C(O)CN(CCN(CC(=O)O)CC(=O)O)CCN(CC(=O)O)CC(=O)O
    2%, 5%&-13%, -1%, 8%, -0.2%, -22%[46.1 µM], ?
COCc1ccc(C(=O)N2CCCC(CCC(=O)NCc3ccccc3F)C2)o1 (configuration not stated)
    -7%, 6%, 2%, -20%[9.22 µM], 1.9%, 6%, ?
CSc1nnc(-c2ccc(O)cc2)n1C
    -2%, -13%[38.3 µM], 12%, 4%, -5.5%, 7%[46.1 µM], 4%
CCOC(=O)c1c(CN2CCOCC2)oc2ccc(OC)cc12
    2%, 22%[38.3 µM], -1%, 2%, -1.0%, -7%[46.1 µM], 5%
N/C(=N\OC(=O)c1ccc(Br)o1)c1cccnc1
    4%, -2%, -8%, 6%, 3.8%, 11%, /
C=C(C)C(=O)Nc1cccc(C2=NOC3(C2)C[C@@H](C(N)=O)N(C(=O)c2ccc(Cl)cc2)C3)c1 (some centres not stated)
    ?, /, /, -45%[9.22 µM], -1.1%, 14%, /
Cc1ccc(NC(=O)CC2SCCNC2=O)cc1[N+](=O)[O-] (configuration not stated)
    9%, /, /, 7%[9.22 µM], -0.2%, -18%, /
COc1ccc(CN(C(=O)CN2C(=O)COc3ccccc32)C2CCCC2)c(OC)c1
    2%, 32%[activator][38.3 µM], 3%, 28%, -1.1%, ?, 4%
COc1ccc(C(CNc2ccc(S(=O)(=O)N3CCCC3)cc2[N+](=O)[O-])N2CCCC2)cc1 (configuration not stated)
    -13%, 22%, -1%, -3%, -1.3%, -11%, -8%
O=C(NCc1n[nH]c(=S)n1-c1ccc(F)cc1)c1ccc(S(=O)(=O)N2CCCC2)cc1
    1%, 27%[38.3 µM], 1%, 6%, 0.7%, 16%[46.1 µM], 13%
CCOC(=O)c1csc(NC(=O)c2ccc(C#N)cc2)n1
    -2%, -19%, 1%, -14%, 2.9%, -5%, -8%[46 µM]
Clc1ccc(Cn2cc(Br)cn2)cc1Cl
    24%, 8%[38.3 µM], 5%, -18%, 2.4%, 4%[46.1 µM], 7%
CCOC(=O)C(C)Oc1ccc2c(CC)cc(=O)oc2c1C (configuration not stated)
    5%, 31%[activator][38.3 µM], -2%, 4%, 0.8%, -24%[46.1 µM], -12%
COc1ccc(N2C(=O)CSC23C(=O)Nc2ccccc23)cc1OC (configuration not stated)
    5%, -18%[38.3 µM], -7%, -3%, 1.4%, 3%[46.1 µM], -19%
CCCNC(=O)CS(=O)Cc1nc(-c2ccccc2C)oc1C (configuration not stated)
    -1%, 3%[38.3 µM], -1%, 4%, -5.0%, 3%[46.1 µM], -4%
CC(C)NC(=O)COC(=O)c1ccc(S(=O)(=O)N2CCCC2)cc1
    1%, 7%, 1%, 11%, 0.9%, 1%, 14%[46 µM]
CCOC(=O)c1ccc(NC(=O)Nc2cccc(C)n2)cc1
    2%, 2%, -4%, -11%, -0.4%, -27%, -8%[46 µM]
O=C1Cc2cccc3cccc1c23
    0%, 15%[38.3 µM], 17%, -3%, 0.0%, 11%[46.1 µM], 3%
